Source: PubChem BioAssay
A350 fluor: compound fluoresces in the Alexa 350 spectral region. Compound autofluorescence, 340/450 nm, Alexa 350 dye-equivalents; hits give high values. max dye-equivalent concentration, M. hit rate 11% among 59,000; in the data active = max dye-equivalent concentration above about 10 nM; inconclusive = mostly about 1.1 nM to 9.6 nM
GFP derepression: derepresses silenced GFP locus in mouse C127i cells | Potency, µM (top dose mostly 46.1 µM), without a hit: at the highest dose GFP derepression (activation) | mouse C127i GFP locus derepression, cytometry, 30 h | hit rate 0.09% among 68,000 | AID 597; also: % of control where 0% means no effect
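Derepression screen: silenced CMV-GFP reporter in murine C127i cells, 30 h compound incubation at 37 C, washed cells imaged by laser-scanning cytometer to enumerate GFP-expressing objects of 20 to 120 um.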
Texas Red fluor: compound fluoresces in the Texas Red spectral region; Compound fluorescence, Texas Red channel, 547/618 nm; hits give high values; max dye-equivalent concentration, M; hit rate 0.06% among 59,000; in the data active = max dye-equivalent concentration above about 10 nM; inconclusive = between about 1.1 nM and that limit
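Spectral interference profiling: each compound concentration's relative fluorescence, read with a 547 nm excitation and 618 nm emission filter pair, was normalized to a per-plate Texas Red standard curve.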
UbGFP stabilizer: ubiquitin-GFP accumulation via proteasome inhibition. 67,000 tested, under 10 active. Potency, µM (highest dose often 45.9 µM), for the others: at the top dose activation (GFP accumulation), hits mostly activators. Ubiquitin-GFP reporter cells, proteasome inhibition, GFP fluorescence; response scale: untreated = 0%, 10 µM MG-132 = 100%; active = well fitted activation curve with a large enough effect, not every such curve was filed as active; inconclusive = small, poorly fitted or top-dose-only effect, or another doubt; inactive = no such curve, though single readings can be large or run the other way; also: potency is read from the fitted curve at half-maximal effect
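U2OS cells expressing ubiquitin(G76V)-GFP, seeded overnight in 0.5% FBS medium, then treated 4 hr at 37 C across 46 uM to 2.9 nM. GFP-positive cells counted by laser cytometry (488 ex/515 em); %activity scaled between basal and 10 uM MG-132.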
FLuc inh: inhibitors of firefly luciferase; P08659; purified firefly luciferase, luminescence, 8 min; Potency, µM (top dose mostly 57.1 µM), without a hit: at the top dose activity change, negative = inhibition, usual class: inhibitors; hit rate 2.2% among 72,000; AID 411; also: potency is read from the fitted curve at half-maximal effect; % is scaled to controls: 0 for no effect and ±100 for the full control effect; nearly all actives have a fitted effect of over 40% in size
Target sequence (P08659 whole entry, looked up): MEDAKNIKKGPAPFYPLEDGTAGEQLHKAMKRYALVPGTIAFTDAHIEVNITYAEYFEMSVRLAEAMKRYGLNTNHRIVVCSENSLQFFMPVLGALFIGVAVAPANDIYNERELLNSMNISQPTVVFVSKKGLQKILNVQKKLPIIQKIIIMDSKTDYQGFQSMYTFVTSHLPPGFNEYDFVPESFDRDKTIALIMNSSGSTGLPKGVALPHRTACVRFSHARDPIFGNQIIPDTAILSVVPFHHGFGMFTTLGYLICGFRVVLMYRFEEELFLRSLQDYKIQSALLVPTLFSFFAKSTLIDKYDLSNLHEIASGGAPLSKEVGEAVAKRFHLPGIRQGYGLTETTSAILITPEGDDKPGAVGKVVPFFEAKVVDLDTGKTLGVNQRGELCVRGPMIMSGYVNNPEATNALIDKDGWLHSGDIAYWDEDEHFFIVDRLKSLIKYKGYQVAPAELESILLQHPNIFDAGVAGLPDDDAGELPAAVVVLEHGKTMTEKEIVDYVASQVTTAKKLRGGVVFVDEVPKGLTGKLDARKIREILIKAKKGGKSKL
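Luminescence read-out after 8 min at room temperature; enzyme reaction used luciferin plus 10 uM ATP (linear range) in imidazole buffer pH 7.2 with KCl, MgCl2, Tween 20 and BSA. Each sample was run as a titration.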
4-MU autofl: 4-MU region autofluorescence. compound autofluorescence, 340/450 nm, 4-MU equivalents; hits give high values. max dye-equivalent concentration, M. hit rate 11% among 59,000; in the data active = max dye-equivalent concentration above about 10 nM; inconclusive = mostly about 1.1 nM to 9.6 nM
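Compounds in 100 mM Tris, pH 8.0, sat 15 min at room temperature before fluorescence was read at 340 nm excitation/450 nm emission; a per-plate six-point 4-MU standard curve converted signals to dye-equivalent concentration at each compound concentration.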
HBB splicing: hemoglobin beta splicing modulation. HBB splicing reporter cell assay, activation; EGFP reporter with mutant IVS2-654 intron; response scale: normalised to 500 nM splice-correcting PNA. AID 925. Potency, µM (doses to about 46.1 µM), inactives show top-dose activation, usual class: activators. hit rate 0.06% among 65,000; also: potency is read from the fitted curve at half-maximal effect; 0% is about no effect
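HeLa cells stably expressing EGFP interrupted by mutant beta-globin intron 2 (IVS2-654), 500/well in 2% FCS. Treated with compound for 2 days at 37C. Splicing correction scored as total well GFP intensity (488 nm excitation, 500-520 nm emission); 500 nM antisense PNA served as control.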
CRE-bla Fsk: modulators of forskolin-stimulated CRE signaling in CHO cells; CHO CRE-bla reporter (cAMP response element driving beta-lactamase), forskolin EC10, beta-lactamase ratio; hit rate 2.5% among 71,000; Potency, µM (highest dose often 38.2 µM), for inactives: at the top dose activity change, negative = inhibition, usual class: activators; AID 662; active = well fitted activation curve with a large enough effect in the signal ratio, with a control signal flat, not every such curve was filed as active; inconclusive = small, poorly fitted or top-dose-only effect, or effect the other way, or a change in a side signal; the % refers to the signal ratio; also: potency is read from the fitted curve at half-maximal effect; % of control where 0% means no effect
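Modulation of forskolin signalling: compounds in titration series added with EC10 NKH 477 to CHO cells carrying a CRE-driven beta-lactamase reporter, 3 h, 37C. CCF4 FRET ratio (460/530 nm, ex 405 nm) gives %activity and AC50.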
Fluorescein fluor: fluorescein region autofluorescence. AID 593. Compound autofluorescence, 480/540 nm, fluorescein-equivalent; hits give high values. hit rate 0.91% among 59,000. max fluorescein-equivalent concentration, M; in the data active = max fluorescein-equivalent concentration above about 10 nM; inconclusive = between about 1.1 nM and that limit
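Tris 100 mM pH 8.0; 15 min RT; CCD read, ex 480/em 540 nm. Output: fluorescein-equivalent concentration per compound concentration, from six-point dye series on each plate.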
ERK AVP block: vasopressin-driven ERK pathway inhibition. HEK293-V1b, vasopressin-stimulated pERK AlphaScreen. Potency, µM (top dose mostly 57.5 µM), for inactives: at the highest dose activity, negative = inhibition, most hits filed as inhibitors. hit rate 0.99% among 72,000; also: potency is read from the fitted curve at half-maximal effect; % is scaled to controls: 0 for no effect and ±100 for the full control effect; nearly all actives have a fitted effect of over 55% in size
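HEK293 cells stably expressing V1b receptor, seeded overnight in 1% FBS, were treated with compounds for 30 min at 37C, then stimulated 5 min with 25 nM vasopressin; phospho-ERK read by AlphaScreen SureFire after lysis.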
Hsp90 Hop PPI: changes Hsp90-Hop TPR2A binding signal, up or down; AlphaScreen TPR2A-His6 binding biotin-Hsp90 C-terminal peptide; Potency, µM (doses to about 57 µM), without a hit: at the top dose activity change, negative = inhibition; hit rate 0.44% among 71,000; AID 595; active = well fitted curve in either direction with a large enough effect; inconclusive = small, poorly fitted or top-dose-only effect, or another doubt; also: potency is read from the fitted curve at half-maximal effect; % is scaled to controls: 0 for no effect and ±100 for the full control effect; many of its hits are not listed in these tables
Starred values were filed as active, the others as inactive; i = inactive; ? = inconclusive; . = not tested or not shown; [ ] = dose if it differs, or a comment. Unless noted, calls follow the shape of the dose curve; as a rule, active = well fitted curve in the direction sought with a large enough effect; inconclusive = small, poorly fitted or top-dose-only effect, or another doubt; inactive = no such curve, though single readings can be large; an effect the other way counts as inactive or inconclusive.

smiles	A350 fluor	GFP derepression	Texas Red fluor	UbGFP stabilizer	FLuc inh	4-MU autofl	HBB splicing	CRE-bla Fsk	Fluorescein fluor	ERK AVP block	Hsp90 Hop PPI
CCCSc1nnc(NC(=O)Nc2ccc(F)cc2)s1	?	11.1%[20.6 µM]	?	.	0.0%[25.5 µM]	?	.	.	i	.	.
CCOc1ccc(OCC)c(NC(=O)CSc2nc3c(c(=O)n(C)c(=O)n3C)n2C(C)C)c1	i	-2.3%	i	1.1%	0.4%	i	-0.1%[57.5 µM]	3.98µM*	i	?	-3.7%
O=C(Nc1cccc(OC(=O)c2ccco2)c1)c1ccco1	i	-2.6%	?	6.2%	-5.5%	i	5.0%	21.3%	?	-8.0%	-0.5%
N#CC1=C(SCC(=O)NC23CC4CC(CC(C4)C2)C3)NC(=O)C(C#N)C12CCCCC2 (stereo unspecified)	i	2.1%	?	10.1%	-0.7%	i	-1.4%	?	i	-3.9%	-8.0%
Cc1cc(Cl)ccc1OCC(=O)N1C(C)CCCC1C (stereo unspecified)	i	0.0%	i	3.5%	0.6%	i	-0.8%	-13.2%	i	-18.4%	0.4%
COc1ccc(CN2CCN(C(=O)c3cccs3)CC2)c(OC)c1OC	.	-2.2%	.	0.0%	1.9%	.	-0.1%[9.22 µM]	1.5%	.	3.4%	-0.4%
CC(C)(C)NC(=O)Cn1ccc(=N)c2ccccc21	i	4.7%	?	-8.0%	-1.6%	i	2.4%[57.5 µM]	5.4%	?	0.6%	-2.6%
CN(Cc1ccco1)C(=O)c1ccc(N2CCCC2=O)cc1	i	-2.7%	i	-8.7%	1.8%	i	-0.6%	4.4%	i	17.1%	-1.5%
OCc1ccnc2c(O)cccc12	i	-2.6%	?	0.0%	0.6%	i	0.6%	-5.4%	?	-2.9%	3.16µM*
Cc1cc(N2CCC3(CC2)OCCO3)n2nc(C)c(-c3ccc(Cl)cc3)c2n1	9.01e-08M*	2.6%	i	-10.0%	3.3%	7.31e-08M*	1.5%	?	i	-24.7%	2.7%
O=C(C1CCN(C2CC(=O)N(c3ccc(Cl)cc3)C2=O)CC1)N1CCOCC1 (stereo unspecified)	i	1.7%	i	-1.0%	1.4%	i	0.1%	-0.3%	i	-18.2%	-0.1%
CCn1c(C(C)NC(=O)c2cccc(C)c2)nc2ccccc21 (stereo unspecified)	.	.	.	10.1%	1.4%	.	0.3%	4.7%	.	.	-2.2%
COCc1cc(C)nc(SCC(=O)Nc2ccc(C)c(C)c2)c1C#N	?	4.8%[20.6 µM]	?	.	-5.6%[25.5 µM]	?	.	.	i	.	.
O=C1NC2c3ccccc3C(=O)N2c2c1cnn2-c1ccccc1 (stereo unspecified)	i	18.4%[20.6 µM]	i	.	0.9%[25.5 µM]	i	.	.	i	.	.
CCn1c(CNc2ccc(F)cc2)nnc1SCC(=O)Nc1ccc(OC)cc1OC	i	-2.3%	i	7.9%	1.6%	i	-0.5%	-4.5%	?	?	-4.1%
CC(C)Cc1n[nH]c(=O)[nH]1	i	4.1%	?	-3.9%	0.6%	i	-0.7%	-0.4%	i	-18.9%	-5.4%
O=c1cc(-c2ccccc2)nc2nc(-c3ccccc3)[nH]n12	i	2.1%	i	-5.0%	-18.4%	i	-3.9%[57.5 µM]	-5.0%	?	4.5%	-2.2%
COc1ccccc1Cn1c(=O)c2ccccc2n2c(SCc3csc(C)n3)nnc12	i	-3.3%	?	1.6%	-8.0%	i	0.1%	?	i	-10.5%	-8.4%
O=C(CNC(=O)C1CCCCC1)NC1=NCCS1	.	1.9%	.	-1.7%	-1.3%	.	2.9%	4.5%	.	0.4%	-3.8%
Cc1cccc(OCC(=O)Nc2ccc(N3CCN(S(C)(=O)=O)CC3)cc2)c1C	?	0.0%	i	-4.7%	1.8%	?	.	-1.8%	i	-0.6%	-2.2%
O=C(CSc1nnc(CCCO)n1-c1ccccc1)Nc1nccs1	?	1.6%	i	5.4%	1.3%	i	0.5%	?	?	-23.3%	-1.9%
CCCCn1c(SCC(=O)Nc2cccc(OC)c2)nc2ccc(N3CCOCC3)cc2c1=O	1.49e-08M*	2.6%	i	-1.6%	0.0%	1.39e-08M*	7.7%[0.369 µM]	?	i	-19.6%	-1.5%
Cc1cc(-c2nnco2)c(C)n1-c1ccccc1	i	-1.2%	i	-1.3%	12.6µM*	i	-1.2%	?	?	-18.0%	-4.5%
CCC(=O)Nc1ccc(-c2nc(-c3ccccc3)n(CC(=O)N3CCCCC3)n2)cc1	i	-1.3%	i	-1.1%	-0.9%	i	1.2%	18.3%	?	-10.9%	-2.6%
O=C(CCCSc1nc(-c2ccco2)cc(C(F)(F)F)n1)NCc1cccs1	i	0.6%	i	-5.9%	3.0%	i	6.1%	8.3%	?	-12.1%	2.1%
COc1ccccc1NC(=O)Nc1ccc(Br)cn1	i	0.0%	i	16.2%	1.1%	i	3.0%[1.84 µM]	?	i	8.6%	-0.4%
CCNc1nc(Oc2ccc(=O)n(C)n2)nc(N2CCOCC2)n1	i	0.0%	i	-6.6%	3.5%	i	-0.7%	?	i	9.1%	?
CCC(CC)C(=O)Nc1nnc(SCC(=O)N2CCN(c3ccccc3OC)CC2)s1	i	-0.3%	i	0.4%	-1.2%	i	.	?	i	-5.6%	?
O=C(O)CC[C@@H](C(=O)O)N1C(=O)[C@@H]2[C@@H]3CC[C@H](C3)[C@@H]2C1=O	i	0.0%[9.22 µM]	i	9.4%[9.17 µM]	3.8%[11.4 µM]	i	2.1%[9.22 µM]	5.7%[7.6 µM]	?	-0.2%[11.5 µM]	-3.1%[11 µM]
Cc1cc2cc(CNC(=O)c3ccc4c(c3)OCO4)ccc2n1C	i	5.8%	?	8.6%	-4.4%	i	-0.9%	2.3%	?	30.5%	-12.6%
Cn1cc(-c2nc3ccccc3[nH]2)c2ccccc21	i	-1.7%	i	4.6%	12.6µM*	i	-0.9%	2.0%	i	-22.3%	-2.6%
CCOC(=O)NC(Nc1ncccn1)(C(F)(F)F)C(F)(F)F	.	-1.8%	.	3.0%	1.4%	.	-2.0%	1.7%	.	9.2%	?
CCOC(=O)N1CCN(S(=O)(=O)c2ccc(C)cc2)C1c1ccccc1 (stereo unspecified)	.	-0.3%	.	23.6%	-0.3%	.	-0.1%[9.22 µM]	-12.7%	.	1.5%	0.2%
COc1ccc2cc(C3(C)NC(=O)N(CC(=O)NCc4ccco4)C3=O)ccc2c1 (stereo unspecified)	i	0.3%	i	-3.0%	-0.4%	i	0.4%[57.5 µM]	-12.4%	i	15.1%	-5.0%
CCN(CC(=O)NC1CCS(=O)(=O)C1)c1nc(-c2ccccc2)nc2ccccc12 (stereo unspecified)	i	-1.2%	i	-1.0%	4.9%	i	0.1%[57.5 µM]	9.0%	i	-29.8%	1.3%
O=C(c1ccc(N2CN(C(=O)c3ccco3)c3nc4ccccc4nc32)cc1)N1CCOCC1	2.24e-08M*	2.7%	i	-2.7%	-1.5%	2.47e-08M*	-0.2%[57.5 µM]	?	i	16.3%	?
OC1CCN(c2ncnc3nc[nH]c23)CC1	.	.	.	8.7%	6.4%	.	-0.6%	?	.	.	-4.5%
CCc1ncc(C(O)c2cccc3ccccc23)n1C (stereo unspecified)	i	2.4%	i	10.0%	1.8%	i	.	-2.2%	i	4.7%	-2.8%
O=C(Cn1c(-c2cncs2)nc2ccccc21)NCCc1ccccc1	.	-4.2%	.	-0.3%	-4.3%	.	-0.2%	2.3%	.	-6.5%	-8.2%
CC(C)(Oc1ccc([C@@H]2CC2(Cl)Cl)cc1)C(=O)O	i	4.6%[20.6 µM]	?	-4.3%[20.5 µM]	1.1%[25.5 µM]	i	-0.2%[20.6 µM]	1.7%[17.1 µM]	?	-10.0%[25.7 µM]	-1.8%[26 µM]
CC(=O)O[C@@H]1C(=O)[C@@]2(C)[C@H](O)C[C@H]3OC[C@]3(OC(C)=O)[C@@H]2[C@H](OC(=O)c2ccccc2)[C@@]2(O)C[C@H](OC(=O)[C@@H](O)[C@@H](NC(=O)c3ccccc3)c3ccccc3)C(C)=C1C2(C)C (stereo in doubt)	i	2.9%[20.6 µM]	?	-3.4%[20.5 µM]	2.1%[25.5 µM]	i	-0.2%[20.6 µM]	-7.3%[17.1 µM]	?	7.6%[25.7 µM]	1.0%[26 µM]
COC(=O)CN(c1ccccc1)S(=O)(=O)c1ccc(F)cc1	i	4.7%	i	1.3%	0.8%	i	-0.8%	-6.1%	i	-7.4%	1.5%

These rows are one share of the data; rates above refer to the full screens.
